KB-V1 cytotox – KB-V1 MDR subline cytotoxicity | KB-V1 MDR cells viability, CellTiter-Glo, 72 h | Potency, µM (titrated, usually from 46.1 µM), for inactives: at the top dose activity change, negative = cytotoxicity, actives largely listed as cytotoxic | 400,000 compounds, 3.4% hits | AID 1347076; further: potency means the concentration at half of the fitted maximal effect; on the % scale 0 is the no-effect control and ±100 the full control effect; nearly all actives have a fitted effect of over 60% in size
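Potencies derive from concentration-effect curves fitted to normalized luminescence (CellTiter-Glo) of KB-V1 cells treated for 72 h at 37 degrees C in phenol-red-free DMEM containing 10% FBS.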
SW480 rereplic – inducers of DNA re-replication in SW480 colon cancer cells. SW480 DNA re-replication, Hoechst DNA content imaging, 48 h. Potency, µM (top dose mostly 46.1 µM), for inactives: top-dose re-replication activation, most hits filed as activators. AID 624297. 340,000 compounds, 1.8% hits; further: potency means the concentration at half of the fitted maximal effect; % of control where 0% means no effect; nearly all actives have a fitted effect of over 55% in size
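Readout is total intensity of Hoechst-stained nuclei, excited at 405 nm and collected at 500-530 nm. Compound treatment lasted 48 hr at 37 C in 5% CO2 before staining.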
KB-3-1 cytotox – kills parental KB-3-1 adenocarcinoma cells. KB-3-1 viability, CellTiter-Glo ATP luminescence, 72 h. 400,000 compounds, 1.4% hits. Potency, µM (top dose mostly 46.1 µM), for the others: at the highest dose activity change, negative = cytotoxic, hits mostly cytotoxic; further: potency means the concentration at half of the fitted maximal effect; on the % scale 0 is the no-effect control and ±100 the full control effect; nearly all actives have a fitted effect of over 60% in size
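Viability of parental KB-3-1 cells, measured by CellTiter-Glo luminescence, followed a 72 h incubation at 37 °C with pinned compounds in phenol-red-free DMEM containing 10% FBS.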
S2 tox – viability counter-screen for ATXN expression inhibitors; S2 cells (HEK-293 line with an ATXN2-luciferase reporter) viability, CellTiter-Fluor protease fluorescence, 24 h; Potency, µM (doses to about 56.7 µM), actives largely listed as cytotoxic; 400,000 compounds, 0.49% hits; further: potency means the concentration at half of the fitted maximal effect; nearly all actives have a fitted effect of over 40% in size
ATXN2 expr inh – ATXN2 expression inhibition | HEK-293 ATXN2-luciferase reporter, luminescence, 24 h | Potency, µM (top dose mostly 57 µM), for inactives: at the top dose activity change, negative = inhibition, actives largely listed as inhibitors | 360,000 compounds, 0.72% hits; further: potency means the concentration at half of the fitted maximal effect; on the % scale 0 is the no-effect control and ±100 the full control effect; nearly all actives have a fitted effect of over 55% in size
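ATXN2-luciferase reporter cells (luciferase flanked by upstream and downstream ATXN2 gene portions) were treated 24 h at 37 °C with compounds at up to 57 uM. SteadyGlo luminescence gave expression; GF-AFC fluorescence gave viability.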
MCF10A rereplic – inducers of DNA re-replication in MCF 10A breast cells; MCF 10A DNA re-replication, Hoechst nuclear intensity, 48 h; Potency, µM (doses to about 46.1 µM), inactives show at the top dose activity, positive = re-replication, usual class: activators; 350,000 compounds, 2.9% hits; further: potency means the concentration at half of the fitted maximal effect; % of control where 0% means no effect; nearly all actives have a fitted effect of over 50% in size
HT1080NT lethal – kills 2HG-producing HT-1080-NT fibrosarcoma cells | HT-1080-NT fibrosarcoma viability, CellTiter-Glo ATP luminescence, 48 h | AID 686970 | Potency, µM (highest dose often 46.1 µM), without a hit: top-dose activity, negative = less viability, most hits filed as cytotoxic | 360,000 compounds, 1.6% hits;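 further: NT is the 2HG producing partner of a matched IDH1 knockdown line; potency means the concentration at half of the fitted maximal effect; 0% = DMSO-treated cells and -100% = media-only wells without cells; nearly all actives have a fitted effect of over 55% in size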
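A 48-hour cytotoxicity screen used HT-1080-NT cells plated 2 hours before compound delivery. ATP-based CellTiter-Glo luminescence measured viability, normalized to DMSO and no-cell controls.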
IL-1B inflam inh – inhibitors of inflammasome signaling (IL-1 beta secretion). THP-1 LPS/ATP IL-1B secretion, AlphaLISA, 16 h; active compounds read low. activity change, % at 57.5 µM. 360,000 compounds, 4.7% hits. AID 743279; in the data active means activity change below about -50%; inconclusive means mostly about -30% to -49%; further: on the % scale 0 is the no-effect control and ±100 the full control effect
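THP-1 cells pretreated 1 hr with compounds (up to 57.5 uM final), then stimulated with LPS (250 ng/mL final) plus ATP (1.25 mM final); secreted IL-1B measured by AlphaLISA after 16 hr, decreased signal indicating inhibition.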
HT1080 IDH1KD tx – toxicity to HT-1080 IDH1 knockdown cells (counter line). Potency, µM (top dose mostly 46.1 µM), without a hit: top-dose activity, negative = toxicity, most hits filed as cytotoxic. HT-1080 IDH1 knockdown viability, ATP luminescence, 48 h. 360,000 compounds, 2% hits;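 further: potency means the concentration at half of the fitted maximal effect; 0% = DMSO wells and -100% = cell-free medium wells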
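After a 2 h attachment period, IDH1KD HT-1080 cells took pin-transferred compound for 48 h at 37 °C; ATP-based luminescence after 10 min room-temperature reagent incubation reported viability.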
The depositor's hits bear a star; [ ] = another dose, or the depositor's remark. Unless noted, the call rests on the fitted dose curve; in most records, active means well fitted curve in the direction sought with a large enough effect; inconclusive means small, poorly fitted or top-dose-only effect, or another doubt; inactive means no such curve, though single readings can be large; an effect the other way counts as inactive or inconclusive.

Results for CCn1c(NC(=O)c2ccccc2F)c(-c2cccs2)c(=O)c2ccccc21 ?
KB-V1 cytotox: -9%; SW480 rereplic: -13%; KB-3-1 cytotox: -1%; S2 tox: inactive; ATXN2 expr inh: -14%; MCF10A rereplic: -2%; HT1080NT lethal: -7%; IL-1B inflam inh: inconclusive; HT1080 IDH1KD tx: 1%

What do the screens show for `COc1cccc(/C=N/NC(=O)c2oc3nc(-c4ccccc4)cc(-c4ccco4)c3c2N)c1`?
KB-V1 cytotox: -3%; SW480 rereplic: inconclusive; KB-3-1 cytotox: -2%; S2 tox: inactive; ATXN2 expr inh: -11%; MCF10A rereplic: inconclusive; HT1080NT lethal: 9%; IL-1B inflam inh: -58*; HT1080 IDH1KD tx: 3%

Results for COC(=O)c1ccc(C(=O)N2CCCC(CNC(=O)c3ccc(F)cc3)C2)cc1 (centres undefined) ?
KB-V1 cytotox: 9%; SW480 rereplic: 0%; KB-3-1 cytotox: 10%; S2 tox: inactive; ATXN2 expr inh: 8%; MCF10A rereplic: -3%; HT1080NT lethal: 0%; IL-1B inflam inh: 2; HT1080 IDH1KD tx: 0%

Results for CC(=O)c1cccc(N2C(=O)CC(N3CCN(S(=O)(=O)c4ccc(Cl)cc4)CC3)C2=O)c1 (centres undefined) ?
KB-V1 cytotox: 12%; SW480 rereplic: -18%; KB-3-1 cytotox: 3%; S2 tox: inactive; MCF10A rereplic: -4%; HT1080NT lethal: 17%; IL-1B inflam inh: -1; HT1080 IDH1KD tx: 0%

How did CC1CCCC(NC(=O)CCn2c(=O)oc3ccccc32)C1C (centres undefined) do in these assays?
KB-V1 cytotox: -9%; SW480 rereplic: -5%; KB-3-1 cytotox: 0%; S2 tox: inactive; ATXN2 expr inh: 2%; MCF10A rereplic: 200%[0.0737 µM]; HT1080NT lethal: 5%; IL-1B inflam inh: 5; HT1080 IDH1KD tx: 1%

What do the screens show for `OCC[C@H]1C[C@@H](O)[C@H](O)[C@]2(Cc3ccccc3CO2)O1`?
KB-V1 cytotox: 17%; SW480 rereplic: -3%; KB-3-1 cytotox: 0%; S2 tox: inactive; ATXN2 expr inh: 12%; MCF10A rereplic: -1%; HT1080NT lethal: 19%; IL-1B inflam inh: 5; HT1080 IDH1KD tx: 7%

How did COc1ccc2c(Cl)c(-c3nnco3)sc2c1 do in these assays?
KB-V1 cytotox: -25%; SW480 rereplic: -3%; KB-3-1 cytotox: inconclusive; S2 tox: inactive; ATXN2 expr inh: 6%; MCF10A rereplic: 10%; HT1080NT lethal: -11%; IL-1B inflam inh: -20; HT1080 IDH1KD tx: -1%

Results for CC(=O)/C(=N\Nc1cccc(Cl)c1)Sc1nnc(-c2ccccc2)n1-c1ccccc1 ?
KB-V1 cytotox: 0%; SW480 rereplic: 1%; KB-3-1 cytotox: -7%; S2 tox: inactive; ATXN2 expr inh: -9%; MCF10A rereplic: inconclusive; HT1080NT lethal: -13%; IL-1B inflam inh: 15; HT1080 IDH1KD tx: -16%

What do the screens show for `CN1CCN(/C(=N\O)c2nonc2N)CC1`?
KB-V1 cytotox: 8%; SW480 rereplic: -1%; KB-3-1 cytotox: 5%; S2 tox: inactive; ATXN2 expr inh: 4%; MCF10A rereplic: 1%; HT1080NT lethal: 10%; IL-1B inflam inh: -8; HT1080 IDH1KD tx: 13%

What do the screens show for `CCc1ccc(S(=O)(=O)c2cn(Cc3ccccc3F)c3cc(OC)c(OC)cc3c2=O)cc1`?
KB-V1 cytotox: -7%; KB-3-1 cytotox: -3%; S2 tox: inconclusive; ATXN2 expr inh: -21%

What do the screens show for `COc1ccc(NC(=O)CC2Nc3cccc4cccc(c34)NC2=O)cc1` (centres undefined)?
KB-V1 cytotox: 0%; SW480 rereplic: 2%; KB-3-1 cytotox: -12%; S2 tox: inactive; MCF10A rereplic: 13%; HT1080NT lethal: -8%; IL-1B inflam inh: -22; HT1080 IDH1KD tx: 0%

Results for CCNC(=O)CCC(=O)Nc1cc(Cl)ccc1C ?
KB-V1 cytotox: 0%; SW480 rereplic: -5%[9.22 µM]; KB-3-1 cytotox: 15%; S2 tox: inactive; ATXN2 expr inh: -2%; MCF10A rereplic: -2%; HT1080NT lethal: 13%; IL-1B inflam inh: 16; HT1080 IDH1KD tx: 6%

Results for CCCCNc1nc2c(c(=O)n(C)c(=O)n2C)n1CCC ?
KB-V1 cytotox: -26%; SW480 rereplic: -17%; KB-3-1 cytotox: 1%; S2 tox: inactive; ATXN2 expr inh: -6%; MCF10A rereplic: 3%; HT1080NT lethal: -17%; IL-1B inflam inh: 10; HT1080 IDH1KD tx: 5%

What do the screens show for `CC(C)c1c(C(=O)N/N=C/c2cccc(OCc3ccccc3)c2)nnn1-c1nonc1N`?
KB-V1 cytotox: -5%; SW480 rereplic: -17%; KB-3-1 cytotox: -11%; S2 tox: inactive; ATXN2 expr inh: -33%; MCF10A rereplic: 16µM*; HT1080NT lethal: 0%; IL-1B inflam inh: -84*; HT1080 IDH1KD tx: -10%

How did COC(=O)Cc1c(C)nc2nc(-c3ccc(Cl)cc3)[nH]n2c1=O do in these assays?
KB-V1 cytotox: 9%; SW480 rereplic: -5%; KB-3-1 cytotox: 0%; S2 tox: inactive; ATXN2 expr inh: 0%; MCF10A rereplic: -1%; HT1080NT lethal: 11%; IL-1B inflam inh: 11; HT1080 IDH1KD tx: 6%

Results for COc1cc(C(=O)NC(=S)NNC(=O)c2cnccn2)cc(OC)c1OC ?
KB-V1 cytotox: inconclusive; SW480 rereplic: inconclusive; KB-3-1 cytotox: inconclusive; S2 tox: inactive; ATXN2 expr inh: inconclusive; MCF10A rereplic: inconclusive; HT1080NT lethal: inconclusive; IL-1B inflam inh: 11; HT1080 IDH1KD tx: 15µM*

What do the screens show for `CN(CC(=O)N1CCN(c2ccc(F)cc2)CC1)S(=O)(=O)c1ccc(F)cc1`?
KB-V1 cytotox: -19%; SW480 rereplic: -5%; KB-3-1 cytotox: -3%; S2 tox: inactive; ATXN2 expr inh: 16%; MCF10A rereplic: -4%; HT1080NT lethal: 0%; IL-1B inflam inh: -2; HT1080 IDH1KD tx: 0%

How did OCCNc1nc(Nc2ccccc2)nc2ccccc12 do in these assays?
KB-V1 cytotox: inconclusive; SW480 rereplic: 8%; KB-3-1 cytotox: -24%; S2 tox: inactive; ATXN2 expr inh: -12%; MCF10A rereplic: 0%; HT1080NT lethal: -14%; HT1080 IDH1KD tx: -11%

What do the screens show for `COc1ccc(Nc2ncc(C(=O)N3CCN(c4cccc(Cl)c4)CC3)c3ccccc23)cc1`?
KB-V1 cytotox: inconclusive; KB-3-1 cytotox: inconclusive; S2 tox: inactive; ATXN2 expr inh: inconclusive

What do the screens show for `CCOC(=O)c1nc(-c2ccc(OC)c(OC)c2)no1`?
KB-V1 cytotox: inconclusive; SW480 rereplic: -22%; KB-3-1 cytotox: -12%; S2 tox: inactive; ATXN2 expr inh: 1%; MCF10A rereplic: -1%; HT1080NT lethal: 20%; IL-1B inflam inh: 16; HT1080 IDH1KD tx: 17%

What do the screens show for `CC1=C(C(=O)N(C)C)CC(CC(=O)NCc2cccs2)C(=O)N1CCCN1CCCC1=O` (centres undefined)?
KB-V1 cytotox: 5%; KB-3-1 cytotox: 17%; S2 tox: inactive; ATXN2 expr inh: -7%; HT1080NT lethal: 11%; IL-1B inflam inh: -2; HT1080 IDH1KD tx: 11%

What do the screens show for `CCc1c(O)nc(SCC(=O)Nc2ccccc2C)[nH]c1=O`?
KB-V1 cytotox: 20%; SW480 rereplic: -1%; KB-3-1 cytotox: 2%; S2 tox: inactive; ATXN2 expr inh: 13%; MCF10A rereplic: -11%; HT1080NT lethal: 5%; IL-1B inflam inh: 6; HT1080 IDH1KD tx: 14%

What do the screens show for `COc1ccc(N2CCN(S(=O)(=O)c3ccc(-c4cc(C)no4)s3)CC2)cc1`?
KB-V1 cytotox: 7%; SW480 rereplic: -6%; KB-3-1 cytotox: 14%; S2 tox: inactive; ATXN2 expr inh: -4%; MCF10A rereplic: -2%; HT1080NT lethal: 17%; IL-1B inflam inh: -4; HT1080 IDH1KD tx: 5%

How did Cc1ccc(S(=O)(=O)N2CCCN(Cc3nc4ccccc4c(=O)[nH]3)CC2)cc1 do in these assays?
KB-V1 cytotox: 0%; SW480 rereplic: 22%; KB-3-1 cytotox: 5%; S2 tox: inactive; ATXN2 expr inh: -7%; MCF10A rereplic: 3%; HT1080NT lethal: -4%; IL-1B inflam inh: inconclusive; HT1080 IDH1KD tx: -6%

Results for CCN(CC)C(=O)c1sc(NC(=O)c2ccc3c(c2)OCO3)c(C#N)c1C ?
KB-V1 cytotox: 0%; SW480 rereplic: 0%; KB-3-1 cytotox: 2%; S2 tox: inactive; ATXN2 expr inh: -7%; MCF10A rereplic: 4%; HT1080NT lethal: 2%; IL-1B inflam inh: 2; HT1080 IDH1KD tx: -3%

What do the screens show for `O=C1NCCN1C(=O)c1ccco1`?
KB-V1 cytotox: 2%; SW480 rereplic: 2%; KB-3-1 cytotox: 1%; S2 tox: inactive; ATXN2 expr inh: -13%; MCF10A rereplic: 0%; HT1080NT lethal: 4%; IL-1B inflam inh: 6; HT1080 IDH1KD tx: 0%

How did COc1ccccc1C1CCCN1Cc1nc(-c2cc3c(cc2Cl)OCO3)oc1C (centres undefined) do in these assays?
KB-V1 cytotox: 0%; SW480 rereplic: inconclusive; KB-3-1 cytotox: 1%; S2 tox: inconclusive; ATXN2 expr inh: -7%[11.3 µM]; MCF10A rereplic: 25%; HT1080NT lethal: -2%; IL-1B inflam inh: -13; HT1080 IDH1KD tx: -24%

Outcome played no part in choosing rows, and some 11% of all compounds hit somewhere here.
